TRPC6 inhibitor: inhibitors of mouse TRPC6 channel. Q61143. HEK293-TRPC6, membrane potential dye, ACh-evoked depolarization; stronger effect = lower value. B-score at 10 µM. 310,000 tested, 1.1% active. AID 2553;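 active = B-score under library mean minus 3 SD, initial fluorescence not abnormally high, positive integrated signal ratio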;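 note: B-score derived from integrated fluorescence ratio over the kinetic read; more negative B-score means stronger inhibition of depolarization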
Target sequence (Q61143 whole entry, looked up): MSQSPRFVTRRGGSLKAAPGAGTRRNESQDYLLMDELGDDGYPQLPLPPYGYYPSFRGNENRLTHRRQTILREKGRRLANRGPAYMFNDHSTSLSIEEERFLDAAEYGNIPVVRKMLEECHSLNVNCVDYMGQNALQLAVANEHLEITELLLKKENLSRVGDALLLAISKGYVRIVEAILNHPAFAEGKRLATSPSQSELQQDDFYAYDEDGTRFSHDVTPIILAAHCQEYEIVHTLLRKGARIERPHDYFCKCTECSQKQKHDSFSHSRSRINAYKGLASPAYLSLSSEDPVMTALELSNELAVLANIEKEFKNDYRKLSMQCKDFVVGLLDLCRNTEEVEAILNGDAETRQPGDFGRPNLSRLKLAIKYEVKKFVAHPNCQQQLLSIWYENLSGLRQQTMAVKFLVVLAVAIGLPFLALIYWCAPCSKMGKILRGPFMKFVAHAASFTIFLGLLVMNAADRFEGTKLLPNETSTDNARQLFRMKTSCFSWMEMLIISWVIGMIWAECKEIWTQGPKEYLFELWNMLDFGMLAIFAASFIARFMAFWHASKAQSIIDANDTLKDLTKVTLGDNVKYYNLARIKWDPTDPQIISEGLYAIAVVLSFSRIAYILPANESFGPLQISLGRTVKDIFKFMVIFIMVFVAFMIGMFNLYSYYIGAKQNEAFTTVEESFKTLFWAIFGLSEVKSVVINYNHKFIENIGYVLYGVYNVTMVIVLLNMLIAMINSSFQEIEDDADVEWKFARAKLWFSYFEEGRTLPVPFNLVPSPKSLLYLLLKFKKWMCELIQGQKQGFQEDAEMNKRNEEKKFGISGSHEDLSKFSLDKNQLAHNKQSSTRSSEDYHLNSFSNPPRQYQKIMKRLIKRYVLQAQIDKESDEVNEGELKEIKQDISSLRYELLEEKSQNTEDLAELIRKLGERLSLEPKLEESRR
MrgX1 ag: agonists of human MrgX1 receptor; AID 588627; Q96LB2; B-score at 10 µM; 310,000 tested, 0.44% active; MrgX1-HEK293 cells, Fluo-4 calcium fluorescence, agonist mode; stronger effect = higher value;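 active = calcium response B-score plate-corrected fluorescence ratio at least 3 library SD, with starting fluorescence B-score inside 5 SD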
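Test system: HEK293 cells stably expressing human MrgX1 receptor; amount: 15,000 cells per well; doses: compound delivered in addition one of three; times: overnight plating before 1 h dye loading; detection: Fluo-4 NW calcium-flux fluorescence, kinetic read; read-out basis: B-scored fluorescence response ratio; controls: positive and negative controls per plate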
MrgX1 PAM: allosterically activates human MrgX1 receptor signaling; B-score at 10 µM; MrgX1-HEK293, Fluo-4 calcium flux, FDSS; stronger effect = higher value; 310,000 tested, 0.63% active; AID 588675; Q96LB2;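 active = plate-corrected calcium response at least 3 library SD above typical, normal starting fluorescence, not activating the receptor alone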;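 note: compound read alongside a low EC10 to EC30 dose of BAM8-22 agonist; peak minus trough fluorescence over baseline measured at the second addition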
TRPC4 potent: allosteric potentiators of mouse TRPC4 channel. Q9QUQ5. HEK293 TRPC4beta/mu-opioid, DAMGO EC20, Fluo-4 Ca2+ flux; stronger effect = higher value. B-score at 10 µM. 310,000 tested, 0.42% active. AID 2227;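 active = B-score of calcium response area above 5 SD of library B-scores, with initial fluorescence ratio within 5 SD of library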;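 note: B-score of integrated fluorescence ratio over time as area under calcium response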
ANO1 activ: activates or potentiates the mouse TMEM16A chloride channel. 340,000 tested, 0.3% active. Q8BHY3. B-score at 10 µM. HEK293 TMEM16A/YFP-H148Q/I152L, iodide quench fluorescence; stronger effect = lower value. AID 623877;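 active = fluorescence-ratio B-score plate-corrected deviation score at least 3 library SD below zero, with starting fluorescence score within 5 deviations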;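 note: channel opened by trigger with iodide after compound preincubation; score built on the fluorescence ratio of max minus min over baseline; more negative score means more quench and so TMEM16A activation or potentiation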
TRPC4 agonist: activators of mouse TRPC4 channel | Q9QUQ5 | HEK293 TRPC4beta/mu-opioid, Fluo4 calcium fluorescence; stronger effect = higher value | B-score at 10 µM | 310,000 tested, 0.49% active;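 active = B-score above 5 SD of library B-scores, and initial fluorescence ratio not above library mean plus 5 SD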;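 note: positive B-score marks a calcium rise read as TRPC4 activation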
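Assay system – TRPC4beta and mu-opioid receptor HEK293 stable cells · Measured by – Fluo4 fluorescence, kinetic · Schedule – dye loading 45 min room temperature, 110 s kinetic read · Read-out – B-scored integrated calcium fluorescence ratio · Controls – buffer and maximal DAMGO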
RGS4 inh: inhibitors of human RGS4. B-score at 10 µM. HEK293 M3R/RGS4 inducible, Fluo-4 calcium flux; stronger effect = higher value; triggered by carbachol at its EC20. P49798. AID 463165. 310,000 tested, 0.45% active;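 active = B-score, a plate-corrected calcium signal, over three deviations above library mean, with baseline fluorescence within five deviations of library mean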;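 note: RGS4 expression induced by doxycycline in cells with stable M3 receptor; B-score is computed from the integrated fluorescence ratio over baseline after carbachol; higher B-score means a larger calcium signal and so more RGS4 inhibition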
TRPC6 activator: activators of mouse TRPC6 channel. AID 2550. 310,000 tested, 0.13% active. HEK293-TRPC6 membrane potential dye fluorescence; stronger effect = higher value. B-score at 10 µM;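 active = B-score of the integrated fluorescence ratio above library mean plus 3 SD, and starting fluorescence ratio within library mean plus 5 SD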;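 note: higher score means more depolarization so channel activation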
ANO1 block: blocks the mouse calcium-activated chloride channel TMEM16A; HEK293 TMEM16A/YFP iodide influx fluorescence, ionomycin; normalized B-score (activity score, 25-100; higher = stronger inhibition) at 10 µM; 310,000 tested, 1.2% active;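 active = ratio plate-corrected score three or more library SD toward inhibition, starting fluorescence score within five deviations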;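 note: score derived from kinetic fluorescence span divided by baseline fluorescence per well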
TRPC4 block: TRPC4 (mouse) channel inhibition | 300,000 tested, 0.39% active | B-score at 10 µM | HEK293 TRPC4beta/mu-opioid, DAMGO-evoked Fluo4 calcium flux; stronger effect = lower value | AID 2247;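 active = B-score over 3 SD under the library average, no early fluorescence shift, positive overall ratio signal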
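Assay system – HEK293 line stably carrying TRPC4beta and mu-opioid receptor · Doses – single dose · Detection – Fluo4 calcium-dye fluorescence, kinetic read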
MrgX1 antag: blocks BAM8-22 activation of human MrgX1 receptor. Q96LB2. MRGX1-HEK293 calcium flux, Fluo-4, BAM8-22 antagonism; stronger effect = lower value. B-score at 10 µM. 310,000 tested, 1.3% active;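 active = calcium-response B-score plate-corrected more than 3 library SD below zero, starting fluorescence within 5 deviations, no agonist response on first addition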;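 note: peak minus trough fluorescence over baseline after final BAM8-22 challenge near maximal dose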
Starred values were filed as active, the others as inactive; i = inactive; nt = not tested or not shown.

Order of results – TRPC6 inhibitor, MrgX1 ag, MrgX1 PAM, TRPC4 potent, ANO1 activ, TRPC4 agonist, RGS4 inh, TRPC6 activator, ANO1 block, TRPC4 block, MrgX1 antag
O=c1c2ccccc2n(CC(O)CN2CCOCC2)c2ccccc12 (configuration not stated)
  i, i, i, i, i, i, i, i, i, i, i
COc1cccc(NC(=O)CCS(=O)(=O)c2cccs2)c1
  nt, i, i, nt, i, nt, nt, nt, i, nt, i
O=C(CN(CCc1ccccc1)C(=O)Cn1nnc(-c2cccs2)n1)NCc1ccco1
  i, i, i, i, i, i, i, i, i, i, i
O=C(/C=C/c1cc2c(cc1Br)OCO2)NCc1ccc(Cl)cc1
  i, i, i, i, i, i, i, i, i, i, i
CCOC(=O)c1c(-c2cccc([N+](=O)[O-])c2)csc1NC(=O)C1CC1
  i, i, i, i, i, i, i, i, i, i, i
O=C(Nc1cccc(Cl)c1)C1CCCN(S(=O)(=O)c2ccc(F)cc2)C1 (configuration not stated)
  i, i, i, i, i, i, i, i, i, i, i
OC(C[n+]1ccccc1)c1ccccc1 (configuration not stated)
  i, i, i, i, i, i, i, i, i, i, i
O=C(c1cc2ccccc2o1)N1CCN(S(=O)(=O)/C=C/c2ccccc2)CC1
  i, i, i, i, i, i, i, i, i, i, i
OC(CN1CCN(Cc2ccccc2)CC1)c1ccccc1 (configuration not stated)
  i, i, i, i, i, i, i, i, i, i, i
COc1ccc(COc2cc(-c3cccc(OC)c3)nc3ccc(NC(=O)c4ccc(Cl)cc4)cc23)cc1
  i, i, i, i, i, i, i, i, i, i, i
COc1ccc(C)cc1S(=O)(=O)Nc1ccccc1
  i, i, i, i, i, i, i, i, i, i, i
CCc1nnc(NC(=O)c2nn(-c3ccccc3)nc2C)s1
  i, i, i, i, i, i, i, i, i, i, i
O=C(CSCc1ccc(C(=O)O)cc1)Nc1ccccc1
  i, i, i, i, i, i, i, i, i, i, i
C=CCS(=O)(=O)N1CCCC(C(=O)c2cccc(Cl)c2)C1 (configuration not stated)
  i, i, i, i, i, i, i, i, i, i, i
CC1(C)Cc2c(sc3nnn(Cc4ccc(Cl)cc4)c(=O)c23)CO1
  nt, i, i, nt, i, nt, nt, nt, i, nt, i
O=c1oc2c(-c3cccc(F)c3)cc(O)cc2s1
  i, i, i, i, i, i, i, i, i, i, i
CCc1ccc(N(CC(=O)NC(C)C)C(=O)CCC(=O)Nc2ccccn2)cc1
  i, i, i, i, i, i, i, i, i, i, i
COc1ccc(NS(=O)(=O)c2ccc(NC(=O)Cc3cccs3)cc2)cc1
  i, i, i, i, i, i, i, i, i, i, i
CCOc1ccc(CCNC(=O)CSCc2ccc(C)cc2)cc1OCC
  i, i, i, i, i, i, i, i, i, i, i
CC(C)Cn1c(N)c(C(=O)COC(=O)[C@@H]2CCCN2C(=O)c2cccs2)c(=O)n(C)c1=O
  i, i, i, i, i, i, i, i, i, i, i
COCCOC(=O)c1c(NC(=O)CN2c3ccccc3CC2C)sc(C(N)=O)c1C (configuration not stated)
  i, i, i, i, i, i, i, i, i, i, i
O=C(c1ccccc1)N1CCCC(C(=O)N2CCCCCC2)C1 (configuration not stated)
  i, i, i, i, i, i, i, i, i, i, i
Cc1cc(/C=C(/C#N)C(=O)O)c(C)n1CCC(C)C
  i, i, i, i, i, i, i, i, i, i, i
CC1CC(C)CN(CC(=O)Nc2ccc3c(c2)OCCO3)C1 (configuration not stated)
  i, i, i, i, i, i, i, i, i, i, i
CN(Cc1ccccc1)C(=O)CN1C(=O)NC(C)(c2ccc(Cl)cc2)C1=O (configuration not stated)
  i, i, i, i, i, i, i, i, i, i, i
O=[N+]([O-])c1cc(Br)c(O)c(C=Nc2ccc(N3CCOCC3)cc2)c1
  i, i, i, i, i, i, i, i, i, i, i
NS(=O)(=O)c1cccc(NC(=O)CSc2nnc(-c3ccccc3F)n2C2CC2)c1
  i, i, i, i, i, i, i, i, i, i, i
COc1ccc(CC(=O)Oc2ccccc2C)cc1
  i, i, i, i, i, i, i, i, i, i, i
COc1ccc(-n2nnnc2CNC(=O)C(=O)c2c(C)[nH]c3ccccc23)cc1
  i, i, i, i, i, i, i, i, i, i, i
O=C(Cc1ccccc1)N/N=C/c1cccc([N+](=O)[O-])c1
  i, i, i, i, i, i, i, i, i, i, i
Cc1nc([N+](=O)[O-])c(Br)n1CC(=O)c1cccc([N+](=O)[O-])c1
  i, i, i, i, i, i, i, i, i, i, i
CC(=O)Nc1ccc(OCC(O)CN2CCN(c3ccc(C)c(Cl)c3)CC2)cc1 (configuration not stated)
  i, i, i, i, i, i, i, i, i, i, i
COc1ccc(/C=C(\CC(=O)O)c2nc3ccccc3s2)cc1O
  i, i, i, i, i, i, i, i, i, i, i
COc1ccc(C2=CSC3=NCCN23)cc1OC
  i, i, i, i, i, i, i, i, i, i, i
Cc1cccc(NS(=O)(=O)c2cc3c(cc2C)N(C)CCO3)c1
  i, i, i, i, i, i, i, i, i, i, i
COc1ccc(OC)c(NC(=O)CSC2=NCCS2)c1
  i, i, i, i, i, i, i, i, i, i, i
CC(C)(C)OC(=O)COc1cc(O)c2c(=O)cc(-c3ccccc3)oc2c1
  i, i, i, i, i, i, i, i, i, i, i
COC(=O)c1coc(-c2ccc(OC)cc2)c1C(=O)OC
  i, i, i, i, i, i, i, i, i, i, i
COc1ccc(C/C(N)=N/n2cnnc2)cc1
  i, i, i, i, i, i, i, i, i, i, i
O=C1CNCc2[nH]c3ccccc3c2N1c1ccccc1
  i, i, i, i, i, i, i, i, i, i, i
COC(=O)CSc1nc2sc3c(c2c(=O)n1-c1ccc(OC)cc1)CCN(C)C3
  i, nt, nt, i, i, i, i, i, nt, i, nt
CCOC(=O)c1cccc(NC(=O)CN2CCN(c3ccc(OC)cc3)CC2)c1
  i, i, i, i, i, i, i, i, i, i, i
CCCCC1=CC2=CC(=O)C(C)(OC(=O)c3ccco3)C(=O)C2=CO1 (configuration not stated)
  i, i, i, i, nt, i, i, i, i, i, i
Cc1ccc(N=C2SC(C(=O)Nc3ccc(OC(F)(F)F)cc3)C(N)=C2C(=O)Nc2c(C)cc(C)cc2C)cc1 (configuration not stated)
  nt, i, 10.4*, nt, i, nt, nt, nt, i, nt, i
CCOC(=O)CCn1cc(F)c(=O)n(Cc2ccccc2)c1=O
  i, i, i, i, i, i, i, i, i, i, i
Cc1ccc(N2CCN(C3=NC(=O)C(Cc4ccccc4)S3)CC2)cc1 (configuration not stated)
  i, i, i, i, i, i, i, i, i, i, i
COC(=O)c1cc(NS(=O)(=O)c2ccc(N3CCOCC3)c(NC(C)=O)c2)cc(C(=O)OC)c1
  i, i, i, i, i, i, i, i, i, i, i
CCOc1ccc(-n2ccnc2SCC(=O)Nc2nnc(C)s2)cc1
  i, i, i, i, i, i, i, i, i, i, i
O=C(O)C1CCCCC1C(=O)NCc1ccc2c(c1)OCO2 (configuration not stated)
  i, i, i, i, i, i, i, i, i, i, i
COc1ccc(C[C@H](C)NC[C@@H](O)c2ccc(O)c(NC=O)c2)cc1
  i, i, 7.7*, i, i, i, i, i, i, i, i
CCOC(=O)CN1CC23C=CC(O2)C(C(=O)Nc2cc(OC)ccc2OC)C3C1=O (configuration not stated)
  i, i, i, i, i, i, i, i, i, i, i
COC(=O)Cn1c(SCc2ccccc2)nc2ccccc21
  i, i, i, i, i, i, i, i, i, i, i
CCOC(=O)c1c(NC(=O)CN2C(=O)CN(C)C2=O)sc(C)c1C
  i, i, i, i, i, i, i, i, i, i, i
N#Cc1ccc(Oc2ncccn2)cc1
  i, i, i, i, i, i, i, i, i, i, i
NC(=O)c1cc2cc(Br)ccc2o/c1=N/NC(=O)c1cccc(F)c1
  i, i, i, i, nt, i, i, i, i, i, i
COc1ccc(-c2noc(C(=O)NCc3ccc(F)cc3)n2)cc1OC
  i, i, i, i, i, i, i, i, i, i, i
COc1ccc(CCNC(=O)c2ccc(Cl)c(S(=O)(=O)N(C)c3ccccc3)c2)cc1
  i, i, i, i, i, i, i, i, i, i, i
CC1=CC(C)C(COC(=O)CN2CCCCC2)C(C)C1 (configuration not stated)
  i, i, i, i, i, i, i, i, i, i, i
CCCCC1C2C(=O)N(c3ccc(C)cc3)C(=O)C2ON1c1ccccc1 (configuration not stated)
  i, i, i, i, i, i, i, i, i, i, i
O=C(C1=C[C@@H](c2coc3ccccc3c2=O)C[C@@H](OCc2ccc(CO)cc2)O1)N1CCOCC1
  i, i, i, i, i, i, i, i, i, i, i

More compounds follow.
Order of results – TRPC6 inhibitor, MrgX1 ag, MrgX1 PAM, TRPC4 potent, ANO1 activ, TRPC4 agonist, RGS4 inh, TRPC6 activator, ANO1 block, TRPC4 block, MrgX1 antag
COC(=O)C1CCN(C(=O)COC(=O)COc2ccc(C#N)cc2)CC1
  i, i, i, i, i, i, i, i, i, i, i
N#Cc1ccc(C(=O)OCC(=O)N2CCCC2)cc1
  i, i, i, i, i, i, i, i, i, i, i
O=C1/C(=C/c2cccnc2)SC(=S)N1CCc1ccccc1
  i, i, i, i, i, i, i, i, i, i, i
CC1(C)OC(c2ccccc2)=C/C(=C\C=N\NC(=O)c2ccncc2)O1
  i, i, i, i, i, i, i, i, i, i, i
CC(C)OC(=O)/C(=C\C=C\c1ccccc1)NC(=O)c1ccccc1
  i, i, i, i, i, i, i, i, i, i, i
COc1ccc(N2CCN(C(=O)C3CCCN(S(=O)(=O)c4ccc(C)cc4)C3)CC2)cc1 (configuration not stated)
  i, i, i, i, i, i, i, i, i, i, i
NS(=O)(=O)OCC(Cc1ccccc1)N1C(=O)c2ccccc2C1=O (configuration not stated)
  i, i, i, i, i, i, i, i, i, i, i
C=CCn1c(COc2ccc(OC)cc2)nnc1SCn1nnc2ccccc2c1=O
  i, i, i, i, i, i, i, i, i, i, i

Source: PubChem
